# Source: PubChem
# HCV inh = qHTS Assay for Inhibitors of Hepatitis C Virus (HCV); Huh7.5.1 HCVcc-Cre infection, luciferase reporter, 44 h; Potency, µM (highest dose often 41.8 µM), without a hit: at the highest dose activity change, negative = inhibition, actives largely listed as inhibitors; 340,000 compounds, 3.4% hits; note: potency is the fitted concentration of half-maximal effect; % is set by controls: 0 for no effect and ±100 for the full control effect
#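 After 44 h co-culture of compound, cells and HCVcc-Cre (~0.5 moi), substrate is added for 15 min at room temperature and luciferase measured over 15 sec. Cells were seeded at 1,000/well and pre-cultured 4 h.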
# Pf growth 48h = Primary qHTS for delayed death inhibitors of the malarial parasite plastid, 48 hour incubation; Potency, µM (series often up to 28.7 µM), without a hit: at the highest dose activity change, negative = inhibition, usual class: inhibitors; 310,000 compounds, 5.9% hits; P. falciparum luciferase growth in erythrocytes, 48 h; note: potency is the fitted concentration of half-maximal effect; % is set by controls: 0 for no effect and ±100 for the full control effect
#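 Luciferase-expressing P. falciparum in infected erythrocytes (2% hematocrit, 0.1% parasitemia final) in RPMI 1640/0.5% Albumax were exposed to compound for 48 hours at 37 C, 5% CO2; growth read as luminescence.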
# Tb PYK inh = qHTS of Trypanosoma Brucei Inhibitors; Potency, µM (series often up to 76.8 µM), inactives show at the highest dose activity, negative = inhibition, usual class: inhibitors; TbPYK enzyme, Kinase-Glo Plus ATP luminescence, 45 min; 410,000 compounds, 0.12% hits; pyruvate kinase (Trypanosoma brucei), Q57TT1; AID 624173, 2012; note: potency is the fitted concentration of half-maximal effect; % is set by controls: 0 for no effect and ±100 for the full control effect; nearly all actives have a fitted effect of over 50% in size
#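 Assay buffer: 50 mM TEA pH 7.2, 100 mM KCl, 10 mM MgCl2, 0.05% BSA, 0.01% Tween-20. Pyruvate kinase from T. brucei plus substrate met compound, then ADP (130 uM final). Luminescence was read post 45 min RT.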
# LmPK inhibitor = qHTS Assay for Inhibitors of Leishmania Mexicana Pyruvate Kinase (LmPK); purified LmPK, Kinase-Glo ATP luminescence, 1 h; Potency, µM (doses to about 57.5 µM), for the others: top-dose activity change, negative = inhibition, hits mostly inhibitors; 290,000 compounds, 0.37% hits; AID 1721, 2009; note: potency is the fitted concentration of half-maximal effect; % is set by controls: 0 for no effect and ±100 for the full control effect
# Target sequence (Q27686 whole entry, looked up): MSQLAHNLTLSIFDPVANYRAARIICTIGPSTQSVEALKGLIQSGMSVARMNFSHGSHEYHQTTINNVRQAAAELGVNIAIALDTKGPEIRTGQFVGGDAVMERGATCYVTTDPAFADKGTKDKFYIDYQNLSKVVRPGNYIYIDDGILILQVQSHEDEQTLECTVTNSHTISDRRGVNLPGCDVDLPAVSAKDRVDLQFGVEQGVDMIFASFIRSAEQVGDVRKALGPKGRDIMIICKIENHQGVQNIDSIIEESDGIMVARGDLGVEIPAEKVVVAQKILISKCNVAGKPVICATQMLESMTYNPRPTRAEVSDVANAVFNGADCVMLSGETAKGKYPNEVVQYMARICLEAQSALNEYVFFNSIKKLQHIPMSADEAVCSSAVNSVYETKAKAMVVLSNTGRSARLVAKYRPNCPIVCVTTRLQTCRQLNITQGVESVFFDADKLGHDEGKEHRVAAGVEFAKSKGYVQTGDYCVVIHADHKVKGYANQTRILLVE
#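 Kinase-Glo luminescence read after 1 h RT reaction of 0.1 nM LmPK with 0.5 mM PEP and 0.1 mM ADP. Activity scaled between uninhibited and enzyme-free controls.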
# Cycloheximide cs = Cycloheximide Counterscreen for Small Molecule Inhibitors of Shiga Toxin. cell reporter, cycloheximide protein synthesis inhibition counterscreen. max response, %. 300,000 compounds, 12% hits; in the data active = max response mostly above about 13%, no sharp cut-off; inactive = mostly below about 14%; note: read at 38.3 µM for the half of the compounds with a filed dose; 0% is about no effect
# Pf growth 96h = Primary qHTS for delayed death inhibitors of the malarial parasite plastid, 96 hour incubation. P. falciparum luciferase reporter growth, 96 h. AID 504834, 2011. 320,000 compounds, 6.9% hits. Potency, µM (highest dose often 28.7 µM), inactives show at the highest dose activity change, negative = inhibition, actives largely listed as inhibitors; note: potency is the fitted concentration of half-maximal effect; % is set by controls: 0 for no effect and ±100 for the full control effect
#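 Plates of compound plus infected erythrocytes (2% hematocrit, 0.05% parasitemia final) incubate 96 hours, 37 C, 5% CO2. Detection reagent added; reduced luminescence from the parasites' luciferase reporter flags inhibition.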
# Shiga inhibitor = A qHTS for Small Molecule Inhibitors of Shiga Toxin; Vero cells, Shiga toxin protein synthesis inhibition reporter; inhibition, % at 38.7 µM; 290,000 compounds, 9.2% hits; in the data active = inhibition mostly above about 28%, no sharp cut-off; inactive = mostly below about 43%; note: 0% is about no effect
# * = called active by the depositor; ? = inconclusive; nt = not tested or not shown; [ ] = another dose, or the depositor's remark. Unless noted, calls come from the whole dose curve; as a rule, active = well fitted curve in the direction sought with a large enough effect; inconclusive = small, poorly fitted or top-dose-only effect, or another doubt; inactive = no such curve, though single readings can be large; an effect the other way counts as inactive or inconclusive.
cpd	Structure	HCV inh	Pf growth 48h	Tb PYK inh	LmPK inhibitor	Cycloheximide cs	Pf growth 96h	Shiga inhibitor
1	CC(C)(C)NC(=O)NC(=O)COC(=O)COc1ccc(Cl)cc1Cl	21.8%	8.7%	-31.9%	7.2%	-2.5	16.2%	5.3
2	COC(=O)c1cn(NC(=O)c2ccc(OC)c([N+](=O)[O-])c2)c(=O)c2ccccc12	-3.3%	0.6%	-3.4%	-0.2%	-1.4	?	9.1
3	CCn1ccc(C(=O)Nc2ccc3c(c2)CCC3)n1	-11.2%	216.7%[activator]	1.2%	-8.8%	26.5	2.9%	113.2*
4	Cc1cc(N2CCCC2)c(C)cc1C=O	-0.9%	11.4%	5.2%	1.5%	-2.4	nt	-4.0
5	O=C(COc1coc(CN2CCCc3ccccc32)cc1=O)Nc1ccc([N+](=O)[O-])cc1	-13.0%	-0.4%	-5.6%	nt	nt	12.3%	nt
6	Cc1c(OC(C(=O)O)c2ccccc2)ccc2c3c(c(=O)oc12)CCC3 (configuration not stated)	-7.8%	?	5.9%	0.0%	-2.7	?	-12.0
7	CCOc1ccc(NC(=O)CN(C)C(=O)c2cc(C)on2)cc1OCC	8.9%	?	-2.7%	nt	nt	?	nt
8	Cc1ccc(S(=O)(=O)NCC2CCC(C(=O)N3CCC4(CC3)OCCO4)CC2)cc1 (configuration not stated)	2.8%	14.1%	-1.2%	7.8%	-1.4	?	13.7
9	O=C(Nc1cnc2sccn2c1=O)c1ccccc1Cl	6.3%	130.6%[activator]	-8.4%	?	39.8*	-19.3%	65.0
10	O=S(=O)(CCc1nc2ccccc2o1)c1ccc(Cl)cc1	-6.4%	10.9%	8.5%	0.1%	-3.0	?	-3.9
11	NC(=O)CC(NC(=O)Cc1ccc(Br)cc1)c1ccc(NCCc2ccccc2F)c([N+](=O)[O-])c1 (configuration not stated)	-12.3%	?	-1.3%	1.8%	-2.8	?	3.0
12	CCc1nnc(NS(=O)(=O)c2ccc(Nc3ccc([N+](=O)[O-])c4nonc34)cc2)s1	2.5%	16.5%	-26.9%	-26.9%	1.3	?	-24.0
13	CCc1c(C)nc2ncnn2c1N1CCC(C(=O)NCc2cccc(OC)c2)CC1	?	?	-0.1%	-12.8%	-2.6	?	13.5
14	CC(=O)c1c(C)n(CC2CCCO2)c2ccc(O)cc12 (configuration not stated)	-6.5%	0.0%	2.3%	-5.7%	-2.2	90.5%[activator]	-11.2
15	CCN(CC)c1ccc(NC(=O)c2ccco2)c(C)c1	-13.4%	?	-9.3%	3.1%	15.4*	17.8%	28.2
16	CCC(c1nnnn1Cc1ccco1)N1CCN(C(=O)c2ccco2)CC1 (configuration not stated)	6.3%	-8.0%	-5.1%	-0.8%	-2.9	?	-5.0
17	C=CCNc1nnc(Cc2ccc(C(C)C)cc2)c(=O)[nH]1	6.0%	?	-1.0%	-0.4%	1.1	?	15.5
18	CCOc1cc(/C=C2/C(=N)N3C(=NC2=O)SN=C3S(=O)(=O)C(C)C)ccc1OC(=O)c1ccco1	1.4%	-8.1%	-5.5%	2.4%	-1.4	8.28µM*	3.0
19	CCc1nc2c(n1O)CCc1nonc1-2	12.6%	3.3%	?	-0.7%	-4.2	?	-1.8
20	Cc1ccc(-c2cc(C(=O)Nc3c(C#N)cnn3C)no2)cc1	7.3%	19.9%	0.6%	-6.9%	13.7*	nt	56.0*
21	CN(C)c1nc(C=C(C#N)C#N)c(Cl)n1-c1ccc(F)cc1	?	?	-3.1%	10.9%	24.0*	?	6.5
22	Cc1ccc2nc(-c3ccc(NC(=S)NC4CC(C)(C)NC(C)(C)C4)cc3)sc2c1	?	169.3%[activator]	5.3%	7.9%	12.3	375.0%[activator]	56.7
23	COc1ccc(NC(=O)c2ccco2)cc1NC(=O)c1cccc(F)c1	-22.8%	1.4%	2.6%	10.6%	-3.9	?	5.2
24	CN(C(=O)c1ccc2c(=O)n3c(nc2c1)CCCCC3)c1ccccc1F	3.8%	7.1%	-4.8%	-4.1%	16.9*	?	-1.1
25	NS(=O)(=O)c1ccc(CCNc2ccccc2[N+](=O)[O-])cc1	-11.8%	57.0%[activator]	0.3%	9.4%	36.0*	33.2%[activator]	76.8*

# Five of these compounds, set out differently.
[4] Cc1cc(N2CCCC2)c(C)cc1C=O
[5] O=C(COc1coc(CN2CCCc3ccccc32)cc1=O)Nc1ccc([N+](=O)[O-])cc1
[6] Cc1c(OC(C(=O)O)c2ccccc2)ccc2c3c(c(=O)oc12)CCC3 (configuration not stated)
[7] CCOc1ccc(NC(=O)CN(C)C(=O)c2cc(C)on2)cc1OCC
[8] Cc1ccc(S(=O)(=O)NCC2CCC(C(=O)N3CCC4(CC3)OCCO4)CC2)cc1 (configuration not stated)

Compound	4	5	6	7	8
HCV inh	-0.9%	-13.0%	-7.8%	8.9%	2.8%
Pf growth 48h	11.4%	-0.4%	?	?	14.1%
Tb PYK inh	5.2%	-5.6%	5.9%	-2.7%	-1.2%
LmPK inhibitor	1.5%	nt	0.0%	nt	7.8%
Cycloheximide cs	-2.4	nt	-2.7	nt	-1.4
Pf growth 96h	nt	12.3%	?	?	?
Shiga inhibitor	-4.0	nt	-12.0	nt	13.7

# Molecules from the list above that have an aryl methoxy group:
cpd	Structure	HCV inh	Pf growth 48h	Tb PYK inh	LmPK inhibitor	Cycloheximide cs	Pf growth 96h	Shiga inhibitor
2	COC(=O)c1cn(NC(=O)c2ccc(OC)c([N+](=O)[O-])c2)c(=O)c2ccccc12	-3.3%	0.6%	-3.4%	-0.2%	-1.4	?	9.1
13	CCc1c(C)nc2ncnn2c1N1CCC(C(=O)NCc2cccc(OC)c2)CC1	?	?	-0.1%	-12.8%	-2.6	?	13.5
23	COc1ccc(NC(=O)c2ccco2)cc1NC(=O)c1cccc(F)c1	-22.8%	1.4%	2.6%	10.6%	-3.9	?	5.2

# Remaining list, next part
cpd	Structure	HCV inh	Pf growth 48h	Tb PYK inh	LmPK inhibitor	Cycloheximide cs	Pf growth 96h	Shiga inhibitor
26	CCOc1ccccc1N1CCN(Cc2cccc(OC)c2O)CC1	?	3.29µM*	5.9%	-0.8%	1.5	nt	-10.9
27	COc1ccccc1CNC(=O)C1CCC1	31.7%[activator]	-0.8%	5.6%	0.9%	-5.9	-26.3%	-6.9
28	Cc1ccc(NC(=O)COc2coc(CN3CCN(c4ccccc4)CC3)cc2=O)cc1	?	?	0.2%	nt	nt	4.65µM*	nt
29	CC(C)(C)N1CC(C(=O)Nc2ccc(S(=O)(=O)N3CCCCC3)cc2)CC1=O (configuration not stated)	-7.3%	?	1.1%	nt	nt	0.3%	nt
30	COc1ccc(NS(=O)(=O)c2cc(NC(=O)c3cccs3)ccc2N2CCOCC2)cc1	?	?	0.8%	8.3%	-3.3	?	-6.3
31	CCCCS(=O)Cc1ccccc1 (configuration not stated)	4.0%	1.1%	-13.2%	0.8%	-4.2	-22.5%	-3.6
32	O=C1N(Cc2cccc(Cl)c2)C[C@@H]2C[C@@H](c3cccc4ncccc34)N3CCC[C@@]123	11.2µM*	1.65µM*	-5.5%	5.7%	4.3	20.6%	20.2
33	CCN1CCN(c2cc(C)c3cc(NC(=S)NCCCOC)ccc3n2)CC1	-22.6%	-16.0%	2.9%	0.0%	-3.5	3.8%	-3.9
34	Cc1ccc(C)c(C(C)NC(=O)Cc2cccs2)c1 (configuration not stated)	13.0%	-2.5%	3.1%	-0.1%	6.1	-8.4%	-12.0
35	CCCN1C(=O)/C(=N\OCC(=O)NC23CC4CC(CC(C4)C2)C3)c2ccccc21	?	14.7µM*	-1.5%	-0.7%	-2.9	?	2.7
36	Cc1ccc(-c2nn(C)c(=O)c3ccccc23)cc1CNC(=O)CN1CCOCC1	-21.3%	-16.0%	6.6%	-1.3%	-1.7	nt	-10.9
37	CCOc1cc(NC(=O)c2ccccn2)c(OCC)cc1NC(=O)c1ccc(Cl)cc1	-13.0%	16.3%	-5.6%	11.4%	-3.3	7.4%	-9.4
38	Cc1cc(C)cc(N(CC(=O)NC2CCCCC2)C(=O)CNC(=O)c2ccco2)c1	-24.9%	-17.5%	4.0%	-0.4%	-1.6	-4.4%	-3.1
39	COc1ccccc1N(CN1CCCC1=O)C(=O)c1c(F)cccc1Cl	-13.9%	?	0.0%	3.6%	0.4	15.8%	-56.3
40	O=C(Nc1ccc(N2CCN(C(=O)c3cccs3)CC2)cc1)c1cccc(F)c1	-21.3%	?	0.0%	0.1%	0.6	7.2%	16.6
41	Cc1ccc(SSc2cc(C)ccc2N)c(N)c1	?	-9.9%	?	nt	nt	-84.8%	nt
42	Cc1cc(C)c(C(=O)COC(=O)Cn2c(C)csc2=O)cc1C	nt	9.7%	0.2%	-0.5%	24.0*	23.1%	44.5*
43	OC[C@H]1O[C@@H](n2cnc3c(NC4CCCC4)nc(Cl)nc32)[C@H](O)[C@@H]1O	6.1%	3.3%	2.7%	nt	nt	2.8%	nt
44	CCC(=O)Nc1ccc(Oc2ccc3c(c2)C(=O)NC3=O)cc1	-19.2%	14.5%	0.5%	-1.5%	-1.2	nt	-9.0
45	CN(C)c1nc(Nc2ccc(Cl)cc2)nc(OCC#N)n1	?	-19.3%	2.9%	4.2%	-1.6	?	-16.4
46	O=C(NC(=S)NCCCN1CCOCC1)c1ccc([N+](=O)[O-])cc1	1.1%	21.9%	1.8%	2.7%	0.8	?	-12.5
47	Nc1c(Cl)ncnc1NCc1cccnc1	-5.3%	11.7%	7.5%	0.7%	-1.1	0.0%	14.6
48	Cc1ccc(-n2c(-c3ccco3)n[nH]c2=S)cc1	4.5%	33.2%[activator]	6.31µM*	?	-0.7	?	19.8
49	CC1=CC(C)(C)N(C(=O)CNC2CCCCC2)c2cc(C)ccc21	4.1%	9.28µM*	-2.7%	-8.1%	5.7	?	-12.0
50	Cc1cc(C)cc(C(=O)NCC(=O)OCC(=O)c2cc(C)n(CC(F)(F)F)c2C)c1	7.2%	-13.8%	2.1%	1.1%	-4.1	11.5%	-10.8
51	COc1ccccc1N(C)S(=O)(=O)c1ccc(C)c(C(=O)Nc2nccs2)c1	-12.5%	11.7µM*	1.4%	nt	nt	?	nt
52	CCOC(=O)Cn1c2c(c(=N)c3ccccc31)CCC2	-2.0%	?	-0.6%	-1.8%	-1.4	0.37µM*	7.7
53	CCN(CC)S(=O)(=O)c1ccc(NC(=O)COC(=O)CN2C(=O)c3ccccc3C2=O)cc1	5.1%	nt	3.8%	0.3%	-2.2	-23.5%	-18.1
54	Cc1cc(C2C(C#N)=C(N)Oc3n[nH]c(C)c32)c(C)s1 (configuration not stated)	-7.2%	3.0%	-15.3%	-1.7%	-2.4	nt	-9.4
55	c1ccc2c(c1)[nH]c1c(N3CCOCC3)ncnc12	?	?	5.9%	-2.2%	0.6	0.2%	7.6
56	COC(=O)c1c(C)oc(C)c1S(=O)(=O)NCC1CC1	19.2%	30.6%[activator]	4.0%	1.1%	-1.3	-5.8%	36.0
